# From PubChem
# M4 antag – antagonists of human muscarinic M4 receptor (CHRM4); P08173; CHO-hM4 cells, ACh EC80, Fluo-8 calcium fluorescence; inhibition, % at 3 µM; 0.73% of 360,000 active; AID 624125;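 active = inhibition above its plate's cutoff, the mean inhibition of sample wells plus 3 SD, cut at about 27% in these data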;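 also: 0% = acetylcholine EC80 with DMSO and 100% = DMSO without agonist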
# Target sequence (P08173 whole entry, looked up): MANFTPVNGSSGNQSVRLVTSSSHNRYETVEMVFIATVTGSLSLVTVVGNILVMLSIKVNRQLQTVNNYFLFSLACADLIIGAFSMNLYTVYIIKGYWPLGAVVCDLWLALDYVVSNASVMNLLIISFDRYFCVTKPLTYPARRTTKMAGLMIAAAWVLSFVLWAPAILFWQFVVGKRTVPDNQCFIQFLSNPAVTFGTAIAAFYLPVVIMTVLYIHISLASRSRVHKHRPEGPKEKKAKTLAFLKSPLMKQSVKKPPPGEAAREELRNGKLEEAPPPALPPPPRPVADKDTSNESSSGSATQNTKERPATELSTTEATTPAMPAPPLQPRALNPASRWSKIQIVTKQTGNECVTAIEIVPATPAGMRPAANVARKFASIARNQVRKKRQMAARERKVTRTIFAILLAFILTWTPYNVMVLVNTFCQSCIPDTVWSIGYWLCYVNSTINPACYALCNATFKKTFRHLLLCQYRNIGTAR
# CHRM5 PAM – potentiates acetylcholine response at human M5 receptor; activation, % at 3 µM; P08912; AID 624038; CHO-K1 hM5, Fluo-8 calcium, ACh EC20 PAM; 0% = ACh EC20, 100% = ACh EC100; 0.3% of 360,000 active;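 active = activation above the run cutoff, the mean activation of all test compounds plus 3 SD, cut at about 18% in these data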
#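 system = human M5 receptor in CHO-K1 cells | reagent = EC20 acetylcholine as agonist stimulus | compound dosing = single-point, 3 µM nominal | incubation = Fluo-8 loading 80 min at 37 °C plus 30 min room temperature | detection = Fluo-8 calcium dye fluorescence, kinetic read | benchmarks = low control EC20 acetylcholine (0%), high control EC100 acetylcholine (100%)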
# M1 antag – antagonists of human M1 muscarinic receptor; CHO-K1 hM1, Fluo-8 calcium fluorescence, ACh EC80 antagonist; 1.3% of 360,000 active; inhibition, % at 3 µM; P11229;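 active = percent inhibition above its own plate's cutoff, namely the mean of that plate's compound wells plus 3 SD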;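 also: peak over basal fluorescence ratio during 140 s after agonist addition; 0% = ACh EC80 plus DMSO and 100% = DMSO alone without agonist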
# CHRM5 agonist – CHRM5 agonism in calcium assay | CHO-K1 hM5 cells, Fluo-8 calcium fluorescence; 0% DMSO wells, 100% maximal acetylcholine response | activation, % at 3 µM | 0.19% of 360,000 active | AID 624037;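 active = activation above the run's mean over test compounds plus 3 SD, cut at about 23% in these data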;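 also: signal is peak over basal fluorescence ratio across the kinetic read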
# CHRM4 agonist – CHRM4 agonism in calcium assay | P08173 | CHO-K1 hM4/Gqi5, Fluo-8 calcium fluorescence; vehicle 0%, full acetylcholine response 100% | activation, % at 3 µM | 0.14% of 360,000 active | AID 624127;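 active = activation above the run mean over all test wells plus 3 SD, cut at about 32% in these data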;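 also: peak over basal fluorescence ratio per well then scaled between controls; 0% = DMSO wells and 100% = acetylcholine at EC100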
# M1 ag – activates human CHRM1 receptor. P11229. CHO-K1 hM1, Fluo-8 calcium fluorescence, agonist mode; 0% DMSO, 100% acetylcholine EC100. activation, % at 3 µM. 0.33% of 360,000 active;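 active = activation above the run's mean compound activation plus 3 SD, cut at about 16% in these data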;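 also: peak over basal fluorescence ratio within a 140 s kinetic read after compound addition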
# CHRM5 antagonist – blocks acetylcholine activation of human M5 receptor; P08912; CHO-hM5 cells, Fluo-8 calcium fluorescence, ACh EC80; inhibition, % at 3 µM; 0.59% of 360,000 active; AID 624040;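 active = inhibition above a per-plate cutoff, the mean of that plate's test compounds plus 3 SD, cut at about 27% in these data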;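 also: 0% = acetylcholine EC80 with DMSO and 100% = DMSO without agonist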
# TAAR1 ag – human TAAR1 agonism | AID 624467 | Q96RJ0 | activation, % at 3 µM | CHO RD-HGA16 TAAR1, Fluo-8 calcium fluorescence; vehicle wells 0%, saturating PEA agonist 100% | 0.99% of 360,000 active;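 active = activation above the mean activation of all test compounds in the run plus 3 SD, cut at about 38% in these data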
# Target sequence (Q96RJ0 whole entry, looked up): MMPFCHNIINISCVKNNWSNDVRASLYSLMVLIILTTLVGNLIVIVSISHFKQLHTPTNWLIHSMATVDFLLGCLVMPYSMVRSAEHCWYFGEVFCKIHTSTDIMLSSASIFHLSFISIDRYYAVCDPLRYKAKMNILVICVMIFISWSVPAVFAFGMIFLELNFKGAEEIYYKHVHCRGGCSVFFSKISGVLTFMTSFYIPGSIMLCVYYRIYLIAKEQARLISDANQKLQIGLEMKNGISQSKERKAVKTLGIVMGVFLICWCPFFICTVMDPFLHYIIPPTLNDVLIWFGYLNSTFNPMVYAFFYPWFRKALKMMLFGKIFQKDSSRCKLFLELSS
#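 Signal – calcium-sensitive Fluo-8 signal, excitation 470-495, emission 515-575 nm · System – RD-HGA16 (CHO) cells co-expressing Gα16 and hTAAR1 · Incubation – 17-24 h seeding, 75 min 37 °C dye, 30 min RT · Compound dosing – 3 µM single concentration · Repeats – no replicates (n 1)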
# CHRM1 PAM – potentiates human M1 receptor response to acetylcholine. CHO-K1 hM1, Fluo-8 calcium fluorescence, ACh EC20; 0% = ACh EC20, 100% = maximal ACh. activation, % at 3 µM. 0.088% of 360,000 active. P11229; in the data active = activation above about 19%, passing the limit was not always enough
# Starred values were filed as active, the others as inactive; / = not tested or not shown; & = joins results of further samples. An excerpt; the hit share may differ from the screen's.
SMILES,M4 antag,CHRM5 PAM,M1 antag,CHRM5 agonist,CHRM4 agonist,M1 ag,CHRM5 antagonist,TAAR1 ag,CHRM1 PAM
O=c1c(-c2cccc(Cl)c2)c[nH]n1-c1ccccc1,-8,-4,-5,1,4,1,5,3,2
COc1ccc(Cl)cc1C1=NOC2(CCC2)C(=O)N1Cc1ccc(NC(C)=O)cc1,2,-12,-6,1,12,0,4,7,-3
CCOc1ccc(S(=O)(=O)NCCC(=O)NCC2(N3CCCCC3)CCCCC2)cc1,-4,-6,0,-5,-1,-7,6,-2,1
Cc1cc(C)c(S(C)(=O)=O)c(S(=O)(=O)c2ccc(Cl)cc2)n1,-5,2,-13,-4,1,-5,2,4,8
NS(=O)(=O)c1ccc(CCNC(=O)c2cc(-c3ccccc3)nc3ccccc23)cc1,6,-14,12,2,10,-1,17,7,-11
COc1cccc(NC(=O)c2cc3c(=O)n4ccccc4nc3n(CC(C)C)c2=N)c1,-8,3,-16,2,1,-5,-2,1,12
O=C(CCc1ccccc1)NNC(=O)c1ccccc1F,12,0,-8,2,1,-4,8,3,10
CC(C)CN(C(=O)CSc1nnc2ccccn12)c1c(N)n(CC(C)C)c(=O)[nH]c1=O,1,-4,-7,1,0,0,0,15,7
NC(=O)CC(NC(=O)OCc1ccccc1)C(=O)O (stereo unspecified),-6,2,-4,0,0,-3,-1,6,5
C=CCN1C(=O)c2ccccc2Sc2ccc(C(=O)NCCC)cc21,-3,-1,-5,-3,1,-10,4,8,3
Cn1nc(C(F)(F)F)c(-c2ccc(F)cc2)c1NC(=O)Nc1ccc(F)cc1,10,-23,15,-2,15,6,33*,9,-6
COC(=O)c1nnn(CC(=O)Nc2cccc(Cl)c2C)c1C(=O)OC,-3,-5,-8,0,0,-2,4,6,-1
CC(=O)N1Cc2[nH]c3ccccc3c2CC1C(=O)O (stereo unspecified),-2,5,2,8,0,4,-13,5,7
COCCNC(=O)Cn1cc(C(=O)c2ccco2)c2ccccc21,-7,11,-11,-1,2,-3,-1,0,8
O=C(Cn1cnc2c(nnn2Cc2ccc(F)cc2)c1=O)OCc1ccccc1,11,-2,-10,0,2,-4,8,11,8
CCN(CC)C(=O)C1=C(C)N(CCCN2CCCC2=O)C(=O)C(CC(=O)NCCc2ccccn2)C1 (stereo unspecified),-18,-4,3,1,0,0,7,10,3
O=C(CO/N=C/c1ccccc1)N1c2ccccc2Oc2ccccc21,-12,-3,-4,-1,2,-2,-4,16,6
Oc1cccc(C(O)CNCc2ccc(OCc3ccc(Cl)cc3Cl)cc2)c1 (stereo unspecified),11,-4,-2,2,9,-4,-2,29,1
O=C(Nc1ccc(N2CCN(c3ccccc3)CC2)c(F)c1)C1CC1,-2,4,-5,1,1,-9,-3,1,13
O=C(NCCc1ccccc1)C1CCN(S(=O)(=O)c2cccs2)CC1,5,-5,-10,2,2,-2,-2,17,-3
Cc1cc(C)cc(NC(=S)NCCc2c[nH]c3ccccc23)c1,-15,-16,-3,-11,4,-5,-5,4,-1
Clc1ccc(CNc2ccc(N3CCN(Cc4ccccc4)CC3)cc2)cc1,-8,-5,-4,0,5,-5,3,7,-4
O=C(NCCn1cc(SCC(=O)N2CCOCC2)c2ccccc21)c1c(F)cccc1F,-8,-4,-1,3,10,-2,0,7,-4
COc1ccc(/C=N/NC(=O)c2ccc(COc3ccccc3Cl)o2)c(OC)c1C,15,-5,0,-2,-1,-5,-1,0,6
CCc1ccc(NC(=O)CCN2C(=O)c3cccnc3C2=O)cc1,4,-3,-14,-2,0,-4,-1,10,0
COc1ccc(C(=O)CSc2ncn[nH]2)cc1OC,1,4,-3,0,0,-4,-5,4,6
COc1ccc(C(=O)NCc2ccc3c(c2)OCO3)cc1S(=O)(=O)N1CCCC1,-17,-1,-12,-3,2,-4,1,3,7
O=C(Nc1ccccc1)c1ccc(=O)[nH]n1,-8,1,-6,-3,1,0,0,4,6
CC(=O)N1CCOc2ccc(S(=O)(=O)N3CCC(C(=O)Nc4ccc(C)cc4C)CC3)cc21,-9,2,-18,-6,-1,-2,3,1,14
Cc1ccccc1C(=O)OCCCN=C1NS(=O)(=O)c2ccccc21,7,0,-16,0,2,-1,4,5,1
O=S(=O)(c1ccccc1)N1CCN=C1SCc1ccc(Cl)cc1,1,1,3,-4,-1,-10,-6,-1,-10
COc1ccc(NC(=O)N2CCCC(c3nc(-c4ccc(OC)cc4)no3)C2)cc1 (stereo unspecified),-2,-5,2,1,10,5,4,6,-2
O=C1CC(C2CCCO2)C(=O)N1c1ccccc1 (stereo unspecified),-8,12,-16,-3,-1,-3,-13,5,12
S=C(NCCc1ccccc1)N/N=C/c1ccccc1Cl,1,-5,-5,-5,-2,-7,4,7,-4
CCOC(=O)N1CCN(S(=O)(=O)N2CCCC(C(=O)NCc3ccccc3Cl)C2)CC1 (stereo unspecified),2,-6,-1,-2,4,-3,13,-1,2
O=C(NCCc1ccccc1)C1CCCN(c2nc3ccccc3s2)C1 (stereo unspecified),-3,0,8,-2,14,-7,7,7,-6
CCCc1nnc(NC(=O)C2CCCO2)s1 (stereo unspecified),-4,-3,2,-1,1,-6,-7,3,2
Cc1onc(-c2ccccc2)c1C(=O)Nc1ccc(S(=O)(=O)NC(C)(C)C)cc1,-21,7,4,-1,2,-5,8,21,3
CNC(=O)c1ccc(-c2sc3nc(N4CCOCC4)c4c(c3c2N)CC(C)(C)OC4)o1,3,-3,-10,1,3,-2,10,3,-2
CCOC(=O)C(Cc1c[nH]c2cc([N+](=O)[O-])ccc12)(NC(C)=O)C(=O)OCC,-16,10,-20,1,8,4,21,2,14
Cc1nc2sc3c(c2c(=O)n1NC(=O)CCl)CCCC3,10,1,0,-3,0,-2,7,1,5
Cc1cc(C(=O)NC2CC(C)(C)Cc3c2cnn3-c2ccccc2C)c(C)o1 (stereo unspecified),9,-6,-19,-3,0,-4,23,-2,13
COc1ccc(NC(=S)NCC2CCCO2)c(C)c1 (stereo unspecified),-15,7,-7,-4,1,-9,-3,1,3
O=C(COC(=O)/C=C/c1ccccc1)Nc1nnc(-c2ccccc2)o1,9,-3,-9,-2,0,-3,10,-1,8
Cn1c(=S)sc2ccc3ccccc3c21,-13,1,-11,-5,1,-7,3,3,4
Cc1ccc(Cl)cc1N1CCN(C(=O)c2cn(C)c(=O)c3c2c2ccccc2n3C)CC1,6,4,1,-1,1,-3,-3,16,1
CCC(C)c1ccc(NC(=O)c2c([N+](=O)[O-])cnn2CC)cc1 (stereo unspecified),-11,-6,-6,-7,-1,-6,10,3,1
Cc1cc(C)n(CCC(=O)N2CCCC(Nc3ccc(F)cc3)C2)n1 (stereo unspecified),5,1,5,0,0,-4,7,1,-1
CCN(CC(=O)Nc1ccc(NC(C)=O)cc1)C(=O)c1ccc(=O)[nH]c1,2,-6,-10,-1,1,5,3,2,-2
O=C(O)CSc1nnc(NC(=O)CN2CCOCC2)s1,3,0,-6,-2,1,-3,1,4,2

# (listing goes on)
SMILES,M4 antag,CHRM5 PAM,M1 antag,CHRM5 agonist,CHRM4 agonist,M1 ag,CHRM5 antagonist,TAAR1 ag,CHRM1 PAM
O=C1CN(c2ccccc2F)C(=O)CN1c1ccccc1F,3,1,-8,-1,1,-1,0,15,10
Cc1cn([C@H]2C[C@H](O)[C@@H](/C=C/C(=O)N3CCN(Cc4ccc(F)cc4)CC3)O2)c(=O)[nH]c1=O,0,7,-8,4,2,-1,-2,1,-4
CCCc1nn2c(=O)cc(CSCC(=O)Nc3nnc(CC)s3)nc2s1,10,2,-2,-5,-1,-9,9,8,-1
Cc1ccc(CN2C(=O)C(CC(C)C)Nc3ncnc(N4CCN(c5ccccc5)CC4)c32)cc1 (stereo unspecified),-6&-8,-8&1,14&-1,-4&-3,-1&-1,-4&-8,11&-6,0&0,-7&-9
C[C@@]12C(=O)N(c3cccc(F)c3)C(=O)N1[C@H](c1ccc(F)cc1)[C@@H]1C(=O)N(C3CCCCC3)C(=O)[C@@H]12,-14,6,6,-3,1,-3,0,/,0
O=C(CCS(=O)(=O)c1ccccc1Cl)NCCC1=CCCCC1,-3,1,1,-2,1,-4,-13,0,2
O=C(CSc1nc2sc3c(c2c(=O)n1-c1ccccc1)CCCC3)N/N=C/c1ccccc1C(=O)O,-4,2,-16,-3,1,-1,-9,/,8
Cc1ccc(Cl)cc1-n1c(SCC(=O)NCCC2=CCCCC2)nc2n[nH]c(C)c2c1=N,-3,-3,2,-5,2,-5,5,-1,3

# 15 of these compounds in a different format:
# Every second line gives: M4 antag, CHRM5 PAM, M1 antag, CHRM5 agonist, CHRM4 agonist, M1 ag, CHRM5 antagonist, TAAR1 ag, CHRM1 PAM
> COc1ccc(NC(=S)NCC2CCCO2)c(C)c1 (stereo unspecified)
  -15, 7, -7, -4, 1, -9, -3, 1, 3
> O=C(COC(=O)/C=C/c1ccccc1)Nc1nnc(-c2ccccc2)o1
  9, -3, -9, -2, 0, -3, 10, -1, 8
> Cn1c(=S)sc2ccc3ccccc3c21
  -13, 1, -11, -5, 1, -7, 3, 3, 4
> Cc1ccc(Cl)cc1N1CCN(C(=O)c2cn(C)c(=O)c3c2c2ccccc2n3C)CC1
  6, 4, 1, -1, 1, -3, -3, 16, 1
> CCC(C)c1ccc(NC(=O)c2c([N+](=O)[O-])cnn2CC)cc1 (stereo unspecified)
  -11, -6, -6, -7, -1, -6, 10, 3, 1
> Cc1cc(C)n(CCC(=O)N2CCCC(Nc3ccc(F)cc3)C2)n1 (stereo unspecified)
  5, 1, 5, 0, 0, -4, 7, 1, -1
> CCN(CC(=O)Nc1ccc(NC(C)=O)cc1)C(=O)c1ccc(=O)[nH]c1
  2, -6, -10, -1, 1, 5, 3, 2, -2
> O=C(O)CSc1nnc(NC(=O)CN2CCOCC2)s1
  3, 0, -6, -2, 1, -3, 1, 4, 2
> O=C1CN(c2ccccc2F)C(=O)CN1c1ccccc1F
  3, 1, -8, -1, 1, -1, 0, 15, 10
> Cc1cn([C@H]2C[C@H](O)[C@@H](/C=C/C(=O)N3CCN(Cc4ccc(F)cc4)CC3)O2)c(=O)[nH]c1=O
  0, 7, -8, 4, 2, -1, -2, 1, -4
> CCCc1nn2c(=O)cc(CSCC(=O)Nc3nnc(CC)s3)nc2s1
  10, 2, -2, -5, -1, -9, 9, 8, -1
> Cc1ccc(CN2C(=O)C(CC(C)C)Nc3ncnc(N4CCN(c5ccccc5)CC4)c32)cc1 (stereo unspecified)
  -6&-8, -8&1, 14&-1, -4&-3, -1&-1, -4&-8, 11&-6, 0&0, -7&-9
> C[C@@]12C(=O)N(c3cccc(F)c3)C(=O)N1[C@H](c1ccc(F)cc1)[C@@H]1C(=O)N(C3CCCCC3)C(=O)[C@@H]12
  -14, 6, 6, -3, 1, -3, 0, /, 0
> O=C(CCS(=O)(=O)c1ccccc1Cl)NCCC1=CCCCC1
  -3, 1, 1, -2, 1, -4, -13, 0, 2
> O=C(CSc1nc2sc3c(c2c(=O)n1-c1ccccc1)CCCC3)N/N=C/c1ccccc1C(=O)O
  -4, 2, -16, -3, 1, -1, -9, /, 8
